IDH1 R132H inh – human IDH1 R132H inhibition | IDH1-R132H enzyme, NADPH consumption, diaphorase/resazurin fluorescence | O75874 | AID 602179 | 390,000 tested, 0.093% active | Potency, µM (top dose mostly 76.6 µM), for the others: at the highest dose activity change, negative = inhibition, actives largely listed as inhibitors; further: potency means the concentration at half of the fitted maximal effect; on the % scale 0 is the no-effect control and ±100 the full control effect; nearly all actives have a fitted effect of over 65% in size
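IDH1-R132H (0.5 ug/mL dispensed) in pH 7.5 Tris buffer was preincubated 30 min with compound, then given a substrate mix of 0.016 mM NADPH and 2 mM alpha-KG for 80 min at room temperature; remaining NADPH was read by diaphorase/resazurin fluorescence.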
GLS inh – glutaminase GLS (human) inhibition; O94925; GLS enzymatic activity, qHTS titration; Potency, µM (series often up to 45.5 µM), for inactives: at the highest dose activity change, negative = inhibition, hits mostly inhibitors; 410,000 tested, 0.21% active; AID 624170; further: potency means the concentration at half of the fitted maximal effect; on the % scale 0 is the no-effect control and ±100 the full control effect
Target sequence (O94925 whole entry, looked up): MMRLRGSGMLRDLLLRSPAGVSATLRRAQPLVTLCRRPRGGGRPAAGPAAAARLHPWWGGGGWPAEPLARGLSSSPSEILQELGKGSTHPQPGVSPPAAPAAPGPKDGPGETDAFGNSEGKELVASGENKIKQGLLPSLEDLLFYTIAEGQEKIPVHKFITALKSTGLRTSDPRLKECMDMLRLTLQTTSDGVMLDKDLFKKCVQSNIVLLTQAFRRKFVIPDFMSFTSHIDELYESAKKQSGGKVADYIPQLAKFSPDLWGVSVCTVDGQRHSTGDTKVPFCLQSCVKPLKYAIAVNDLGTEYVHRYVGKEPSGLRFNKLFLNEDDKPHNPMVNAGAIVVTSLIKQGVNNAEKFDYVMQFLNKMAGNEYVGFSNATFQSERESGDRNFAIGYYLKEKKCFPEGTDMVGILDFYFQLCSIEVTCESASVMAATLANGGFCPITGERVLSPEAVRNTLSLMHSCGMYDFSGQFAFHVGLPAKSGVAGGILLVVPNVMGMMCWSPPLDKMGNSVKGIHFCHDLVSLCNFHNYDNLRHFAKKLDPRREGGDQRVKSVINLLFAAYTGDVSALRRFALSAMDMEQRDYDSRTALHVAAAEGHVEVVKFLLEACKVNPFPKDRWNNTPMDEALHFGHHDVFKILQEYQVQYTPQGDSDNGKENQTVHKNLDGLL
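Two-point fluorescence kinetic (t0, 30 min RT) for hKGA; glutamate detected via glutamate oxidase–HRP–Amplex Red. Substrate: 1 mM L-glutamine solution; buffer 45 mM KH2PO4, pH 8.2.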
TrxR1 substrate – substrates of rat thioredoxin reductase 1. purified TrxR1 substrate turnover, NADPH consumption readout. Potency, µM (doses to about 114 µM), without a hit: top-dose activity change, negative = substrate turnover. 390,000 tested, 0.01% active. AID 588456; further: potency means the concentration at half of the fitted maximal effect; on the % scale 0 is the no-effect control and ±100 the full control effect; nearly all actives have a fitted effect of over 50% in size
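Rat TrxR1, dispensed at 90 nM, was prereduced with 400 uM NADPH (final) for 5 min at ~22 deg C, then incubated with compound 15 min before 400 uM selenite. A first-read NADPH fluorescence drop versus no-compound background flagged substrates.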
HP1b chromo inh – inhibitors of HP1-beta chromodomain binding to methylated histone tails. AlphaScreen HP1-beta / biotin-H3K9me3 peptide binding. 390,000 tested, 0.56% active. Potency, µM (top dose mostly 114 µM), for the others: at the top dose activity change, negative = inhibition, hits mostly inhibitors; further: potency means the concentration at half of the fitted maximal effect; nearly all actives have a fitted effect of over 70% in size; inactives centre near 23
Target sequence (P83916 whole entry, looked up): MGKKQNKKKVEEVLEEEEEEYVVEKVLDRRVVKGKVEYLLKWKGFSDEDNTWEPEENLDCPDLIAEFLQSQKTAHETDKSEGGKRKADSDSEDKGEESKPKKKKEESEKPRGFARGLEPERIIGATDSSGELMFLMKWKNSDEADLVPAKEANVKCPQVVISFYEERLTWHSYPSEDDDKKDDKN
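HP1-beta protein (50 nM final) preincubated 30 min at room temperature with biotinylated H3(1-18)K9me3 peptide (50 nM) in PBS pH 7.4, 0.01% Tween-20, then compound added for 30 min. AlphaScreen streptavidin donor/nickel chelate acceptor beads (10 ug/mL final), 30 min dark, luminescence read.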
PI4K2A inh – PI4K2A (human) kinase inhibition | purified PI4K2A, ADP-Glo luminescence, 1 h; hits give low values | activity change, negative = inhibition, % at 76.9 µM | Q9BTU6 | 420,000 tested, 0.13% active; in the data active means activity change below about -50%; inconclusive means mostly about -30% to -49%;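 further: -100% = wells without enzyme as full effect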
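PI4K2A activity was measured by ADP-Glo luminescence: enzyme (4 ug/mL stock) and phosphatidylinositol (1.2 mM stock) in Tris pH 7.5/MgCl2/EGTA/Triton X-100 buffer were reacted with ATP (300 microM stock) for one hour at ambient temperature.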
Tb PGK inh – blocks T. brucei phosphoglycerate kinase; P07378; PGK/GAPDH coupled, Kinase-Glo luminescence, 60 min; Potency, µM (highest dose often 57.5 µM), for inactives: at the highest dose activity change, negative = inhibition, actives largely listed as inhibitors; 380,000 tested, 0.043% active; AID 602233; further: potency means the concentration at half of the fitted maximal effect; on the % scale 0 is the no-effect control and ±100 the full control effect; nearly all actives have a fitted effect of over 60% in size
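Recombinant glycosomal PGK reaction used 1,3-bisphosphoglycerate generated in-well by GAPDH (100nM final) in 100mM TEA pH 7.6, 5mM MgCl2, 0.01% Tween-20. After 60 minutes at room temperature, ATP was read by Kinase-Glo Plus luminescence end-point.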
Pin1 inh – blocks the human prolyl isomerase Pin1; Q13526; Pin1 FP peptide displacement, HiFluor488, 10 min; Potency, µM (series often up to 115 µM), for inactives: at the highest dose activity, negative = inhibition, hits mostly inhibitors; 390,000 tested, 0.009% active; active means well fitted inhibition curve with a large enough effect in the polarisation, with a control signal flat, not every such curve was filed as active; inconclusive means small, poorly fitted or top-dose-only effect, or effect the other way, or a change in a side signal; inactive means no such curve, though single readings can be large or run the other way; the % refers to the polarisation; further: potency means the concentration at half of the fitted maximal effect; on the % scale 0 is the no-effect control and ±100 the full control effect
Target sequence (Q13526 whole entry, looked up): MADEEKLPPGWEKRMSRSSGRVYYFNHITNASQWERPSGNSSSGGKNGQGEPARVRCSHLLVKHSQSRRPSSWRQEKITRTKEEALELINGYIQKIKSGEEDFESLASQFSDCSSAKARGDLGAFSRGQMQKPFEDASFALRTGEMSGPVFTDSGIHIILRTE
TrxR1 inh – inhibitors of rat thioredoxin reductase 1; AID 588453; 390,000 tested, 1% active; Potency, µM (titrated, usually from 114 µM), for the others: top-dose activity change, negative = inhibition, actives largely listed as inhibitors; recombinant rTrxR1, NADPH fluorescence consumption, selenite substrate; further: potency means the concentration at half of the fitted maximal effect; on the % scale 0 is the no-effect control and ±100 the full control effect; nearly all actives have a fitted effect of over 65% in size
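Rat TrxR1 (90 nM in the dispensed reagent) was pre-reduced with 400 uM NADPH for 5 min at room temperature, then incubated with compound for 15 min. After 400 uM selenite was added, NADPH fluorescence (Ex 340/Em 450 nm) was followed for 8 min.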
USP1 inh – inhibitors of human USP1/UAF1 deubiquitinase | O94782 | recombinant USP1/UAF1, Ub-Rhodamine cleavage fluorescence | Potency, µM (titrated, usually from 57.1 µM), without a hit: top-dose activity change, negative = inhibition, usual class: inhibitors | 390,000 tested, 0.23% active; further: potency means the concentration at half of the fitted maximal effect; on the % scale 0 is the no-effect control and ±100 the full control effect; nearly all actives have a fitted effect of over 60% in size; inactives centre near -12
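In this screen, compounds sit with the deubiquitinase complex (1nM) for 15 min at room temperature before Ub-Rho is added at 150nM final. Fluorescence rise is then followed for 6 reads every 60 seconds.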
Starred values were filed as active, the others as inactive; i = inactive; u = inconclusive; x = not tested or not shown; & = joins results of further samples; [ ] = remark or other dose. Unless noted, the call rests on the fitted dose curve; in most records, active means well fitted curve in the direction sought with a large enough effect; inconclusive means small, poorly fitted or top-dose-only effect, or another doubt; inactive means no such curve, though single readings can be large; an effect the other way counts as inactive or inconclusive. This is a subset. The share of hits here may be higher or lower than overall.

compound	IDH1 R132H inh	GLS inh	TrxR1 substrate	HP1b chromo inh	PI4K2A inh	Tb PGK inh	Pin1 inh	TrxR1 inh	USP1 inh
CCOC(=O)[C@H]1[C@H]2COc3ccc(Br)cc3[C@@H]2N2C(=O)N(c3ccc(F)cc3)C(=O)[C@@]12C	-5%	2%	8%	44%[activator]	-1	1%	0%	26%	-8%
COc1ccc(S(=O)(=O)Nc2cc(C)on2)cc1OC	-3%	10%	0%[57.1 µM]	35%	-8	-2%	u	-8%	-16%
Cc1cn([C@H]2C[C@H](O)[C@@H](CNCc3cc(Cl)ccc3OCc3ccc(Cl)cc3)O2)c(=O)[nH]c1=O	1%	0%	x	x	-1	-6%	x	x	-26%
Cc1csc(SCC(=O)Nc2c(C)n(C)n(-c3ccccc3)c2=O)n1	-1%	-13%	-7%[57.1 µM]	34%	0	-3%	1%	2%[57.1 µM]	-14%
c1cnc2ccc3c(c2c1)COCO3	5%	-2%	8%[11.4 µM]	23%	-1	0%	-2%	10%[11.4 µM]	-9%
CCOc1ccc(NC(=O)c2noc3c2CSc2ccccc2-3)cc1	33%[activator]	-3%	4%	18%	-9	-2%	3%	19%	4%
Cc1noc(C)c1CSc1nnc(-c2cc(Cl)ccc2Cl)n1N	-3%	-10%	9%[57.1 µM]	38%[activator]	2	-3%	-4%	24%[57.1 µM]	-9%
CCOC(=O)C1(c2ccccc2)CCCNC1=O (centres undefined)	1%	-6%	x	x	-8	-8%	x	x	-4%
COc1ccc(C)cc1NC(=O)CN1CCN(CC(=O)Nc2ccccc2F)CC1	2%&11%	0%&0%	6%&0%[57.1 µM]	52%	6&-1	-3%&-6%	2%&2%	15%&18%[57.1 µM]	-11%&-19%
OCC1(c2cc(C(F)(F)F)n[nH]2)CCCCC1	0%	4%	-1%	19%	4	3%	1%	-4%	0%
COc1ccc(C2C=C(c3cccc(OC)c3)Nc3c(C(=O)Nc4ccccc4)cnn32)cc1 (centres undefined)	-11%	-8%	18%	59%[activator]	2	-10%	1%	33%[activator]	-25%
CCN(c1cc(C)cc(C)c1)S(=O)(=O)c1nnc(NC(=O)c2ccccc2C)s1	0%	9%	-8%	21%	0	-8%	31%[activator]	8%	-24%
Cc1ccc(NC(=O)c2cc(S(=O)(=O)N3CCCCC3)ccc2N2CCOCC2)cc1F	0%	7%	7%[57.1 µM]	8%	-1	-8%	3%	33%[57.1 µM]	-11%
Cc1ccc(S(=O)(=O)N=S(CCO)CCO)cc1	4%	4%	-10%	8%	4	4%	-2%	-9%	-2%
COc1ccc(C(=O)/C=C/C(=O)N(Cc2ccc3c(c2)OCO3)C(C(=O)NC2CCCCC2)c2ccncc2)c(O)c1 (centres undefined)	0%	8%	1%	2%	0	-4%	13%	14%	-6%
Cc1cccc(NC(=O)CNC(=O)CN2C(=O)NC3(CCCCC3C)C2=O)c1C (centres undefined)	2%	0%	-3%	32%	4	-7%	0%	-5%	-10%
O=C(NNC(=O)c1ccncc1)Nc1ccc([N+](=O)[O-])cc1	-7%	33%[activator]	-10%	7%	0	6%	-1%	-9%	-16%
COc1ccccc1N1CCN(C(=O)CSc2nnc(C)n2C2CC2)CC1	15%	6%	-10%	5%	0	0%	-8%	0%	-1%
COCCCN(C(=S)Nc1cc(C)cc(C)c1)C(C)c1ccncc1 (centres undefined)	8%	22%	-10%	19%	2	-8%	-1%	-15%	-2%
O=C(CN1C(=O)c2ccccc2S1(=O)=O)Nc1ccon1	-1%	10%	0%	31%	-1	3%	-2%	7%	14%

Five compounds from above, reduced to TrxR1 inh, Tb PGK inh and GLS inh:
Compound | TrxR1 inh | Tb PGK inh | GLS inh
CCN(c1cc(C)cc(C)c1)S(=O)(=O)c1nnc(NC(=O)c2ccccc2C)s1 | 8% | -8% | 9%
Cc1ccc(NC(=O)c2cc(S(=O)(=O)N3CCCCC3)ccc2N2CCOCC2)cc1F | 33%[57.1 µM] | -8% | 7%
Cc1ccc(S(=O)(=O)N=S(CCO)CCO)cc1 | -9% | 4% | 4%
COc1ccc(C(=O)/C=C/C(=O)N(Cc2ccc3c(c2)OCO3)C(C(=O)NC2CCCCC2)c2ccncc2)c(O)c1 (centres undefined) | 14% | -4% | 8%
Cc1cccc(NC(=O)CNC(=O)CN2C(=O)NC3(CCCCC3C)C2=O)c1C (centres undefined) | -5% | -7% | 0%

(cont.)
compound	IDH1 R132H inh	GLS inh	TrxR1 substrate	HP1b chromo inh	PI4K2A inh	Tb PGK inh	Pin1 inh	TrxR1 inh	USP1 inh
COc1cc(NC(=O)c2ccccc2)c(OC)cc1NC(=O)CN1CCCCC1	3%	21%	-7%	-12%	2	0%	-9%	-3%	4%
CCc1ccccc1S(=O)(=O)c1c(C)cc(C)nc1Cl	-2%	-21%	-7%	63%[activator]	-3	x	1%	14%	-12%
COc1ccc(OC)c(NC(=O)C2CCN(S(=O)(=O)c3cccs3)CC2)c1	2%	0%	3%[57.1 µM]	33%	7	-4%	0%	5%[57.1 µM]	-7%
CCN(Cc1cccs1)C(=O)CN1C(=O)NC2(CCCc3ccccc32)C1=O (centres undefined)	-13%	0%	1%	30%	1	-9%	-3%	7%	-2%
Cc1ccc(NC(=O)c2cc(=O)n(Cc3ccccc3)c(=O)[nH]2)cc1C	-6%	1%	3%[57.1 µM]	-10%	2	-7%	6%	20%[57.1 µM]	-18%
O=C(NCc1ccccc1Cl)C1=CC=CN2CCS(=O)(=O)N=C12	1%	-1%	64%[activator]	32%	-4	-7%	-1%	-4%	-11%
COc1ccccc1C(=O)Nc1c(C(=O)Nc2ccccc2F)oc2ccccc12	3%	3%	29%	52%[activator]	4	9%	7%	9%	-2%
CC1=C(C(=O)N(C)C)CC(CC(=O)NC(c2ccccc2)c2ccccc2)C(=O)N1Cc1ccccc1 (centres undefined)	-1%	2%	x	x	4	-4%	x	x	2%
c1nc2sc3c(c2c2nnnn12)CCC3	-2%	-5%	72%[activator]	21%	-3	1%	-2%	-9%	-14%
Nc1ccc(C(=O)N/N=C\c2ccc(OC(=O)c3ccccc3Cl)cc2)cc1	1%	1%	-2%	26%	-1	-10%	1%	23%	-1%
Cc1ccc(Cl)cc1N1CCN(C(=O)C2CCN(S(=O)(=O)c3cccc4nonc34)CC2)CC1	4%	-2%	-4%	8%	2	0%	70%[activator]	18%	-2%
Cc1cc(C)nc(Oc2ccc(Br)cc2Br)n1	6%	3%	-3%	-5%	-2	-8%	-1%	-9%	5%
Cc1ccc2[nH]c(=O)c(CN(C(=O)c3cccc([N+](=O)[O-])c3)C(C)C)cc2c1	-4%	0%	-14%	9%	0	1%	3%	-19%	-3%
CCCCn1c(N)c(N(CC(C)C)C(=O)CSCc2cccc(C)c2)c(=O)[nH]c1=O	1%	-11%	-5%	20%	-2	-2%	0%	0%	-4%
c1ccn2cc(C34CC5CC(CC(C5)C3)C4)nc2c1	7%	-3%	17%[57.1 µM]	-11%	5	7%	-1%	16%[57.1 µM]	-2%
Cc1nn(S(=O)(=O)c2ccc(C(C)C)cc2)c(C)c1S(=O)(=O)N1CCOCC1	-5%	7%	3%	41%[activator]	-20	-2%	-5%	10%	-15%
O=C(CCNC(=O)c1ccc(Cl)cc1)Nc1cccc(S(=O)(=O)N2CCCCC2)c1	4%	-1%	4%	16%	0	-7%	1%	12%	-13%
C=C/C(C)=C/C[C@H]1C(=C)CCC2[C@](C)(C(=O)O)CCC[C@@]21C (some centres undefined)	-9%	u	-9%	34%	-3	0%	1%	-22%	12%
Cc1c(Cl)cccc1NC(=O)Nc1cc(C(C)(C)C)nn1C	2%	1%	-2%	29%	6	i	-9%	18%	u
CCOC(=O)c1cnc(SC2CC(=O)N(c3cccc(OC)c3)C2=O)nc1N (centres undefined)	-4%	8%	-8%[57.1 µM]	41%	-14	0%	5%	-8%	0%

Complete entries from above:
Cc1nn(S(=O)(=O)c2ccc(C(C)C)cc2)c(C)c1S(=O)(=O)N1CCOCC1 across the screens: IDH1 R132H inh: -5%; GLS inh: 7%; TrxR1 substrate: 3%; HP1b chromo inh: 41%[activator]; PI4K2A inh: -20; Tb PGK inh: -2%; Pin1 inh: -5%; TrxR1 inh: 10%; USP1 inh: -15%
Cc1ccc(Cl)cc1N1CCN(C(=O)C2CCN(S(=O)(=O)c3cccc4nonc34)CC2)CC1 across the screens: IDH1 R132H inh: 4%; GLS inh: -2%; TrxR1 substrate: -4%; HP1b chromo inh: 8%; PI4K2A inh: 2; Tb PGK inh: 0%; Pin1 inh: 70%[activator]; TrxR1 inh: 18%; USP1 inh: -2%

Additional records
compound	IDH1 R132H inh	GLS inh	TrxR1 substrate	HP1b chromo inh	PI4K2A inh	Tb PGK inh	Pin1 inh	TrxR1 inh	USP1 inh
Cc1cc(C)cc(NC(=O)CSc2nc3ccncc3[nH]2)c1	1%	0%	0%[57.1 µM]	13%	-6	-1%	3%	5%[57.1 µM]	-10%
CC(C)CC(NC(=O)c1ccccc1)C(=O)N/N=C/c1ccco1 (centres undefined)	0%	8%	-6%	-2%	-2	u	1%	-21%	-10%
C=CCNc1nc(N)c(C(=C(C#N)C#N)c2ccc(Br)cc2)s1	-9%	4%	47%[activator]	24%	-5	-11%	9%	16%	-11%
CCOC(=O)N1CCC(NC(=O)c2cc(C(=O)NCc3ccc(F)cc3)ccc2CO)CC1	-6%	-1%	0%	-16%	1	4%	0%	6%	7%
